# From PubChem BioAssay
# EP2 mod: modulators of human EP2 prostaglandin E2 receptor. P43116. EP2-expressing cells, cAMP HTRF FRET, PGE2 co-stimulation. induction, % at 25 µM. actives 0.83% (n = 260,000);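 active = compounds whose cAMP rise, as percent of the full-agonist control response, exceeds 60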;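 note: rat C6 glioma line stably carrying human EP2 under a CMV promoter; the protocol text gives 20 µM as final concentration; 100% = response of wells given 1 µM PGE2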
# NPY-Y1 PAM-ag: potentiates or activates human NPY-Y1 receptor; NPY-Y1 expressing cells, potentiator/agonist activation; P25929; actives 0.37% (n = 220,000); AID 1304; activation, % at 3.6 µM; in the data active = activation above about 33%, passing the limit was not always enough;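 note: cells stimulated with NPY at EC10 then isoproterenol at EC100; 0% = low agonist plus stimulus and 100% = saturating agonist plus stimulus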
# Target sequence (P25929 whole entry, looked up): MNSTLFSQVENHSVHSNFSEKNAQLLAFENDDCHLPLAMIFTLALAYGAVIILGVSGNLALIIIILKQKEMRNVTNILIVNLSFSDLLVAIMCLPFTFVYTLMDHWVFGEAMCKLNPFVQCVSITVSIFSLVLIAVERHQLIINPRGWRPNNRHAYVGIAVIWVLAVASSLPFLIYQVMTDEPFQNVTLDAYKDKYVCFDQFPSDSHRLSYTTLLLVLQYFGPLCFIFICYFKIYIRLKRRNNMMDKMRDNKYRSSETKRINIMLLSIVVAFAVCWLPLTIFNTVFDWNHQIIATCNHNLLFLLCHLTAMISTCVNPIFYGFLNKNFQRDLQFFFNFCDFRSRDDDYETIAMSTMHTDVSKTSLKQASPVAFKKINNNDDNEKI
# zfTRPN1 agonist: agonists of zebrafish TRPN1 channel; AID 1424; HEK293 zebrafish TRPN1-YFP, Fluo-8 calcium fluorescence; 100% = response to 87 µM carbachol; actives 0.18% (n = 220,000); activation, % at 3 µM;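 active = activation above its plate's cutoff, the mean activation of test wells on that plate plus 3 SD, cut at about 19% in these data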;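 note: 0% = DMSO alone and 100% = 87 µM carbachol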
#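 System: zebrafish TRPN1-YFP in HEK293 cells / Dosing: 3 µM single point / Timing: dye loading 1 h at 37 °C, then 30 min room temperature / Signal: Fluo-8 calcium fluorescence, excitation 470-495 nm, emission 515-575 nm / Read-out basis: percent activation from peak over basal fluorescence ratio, control-normalized / Control set: high carbachol 87 µM, low DMSO alone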
# NPY2 pot ag: human NPY-Y2 potentiation or agonism, primary screen; P49146; cells expressing NPY-Y2, potentiator/agonist read-out; activation, % at 3.6 µM; actives 0.45% (n = 220,000); in the data active = activation above about 27%;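 note: cells stimulated with NPY near EC25 plus isoproterenol at EC100; 0% = vehicle plus submaximal agonist and 100% = vehicle plus saturating agonist; some results beyond the cut were filed as inactive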
# S1P4 agonist: activates the human S1P4 receptor. O95977. S1P4-expressing cell line, agonist reporter assay. activation, % at 4.98 µM. actives 0.35% (n = 220,000); in the data active = activation above about 11%;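 note: 0% = DMSO vehicle and 100% = reference agonist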
# Target sequence (O95977 whole entry, looked up): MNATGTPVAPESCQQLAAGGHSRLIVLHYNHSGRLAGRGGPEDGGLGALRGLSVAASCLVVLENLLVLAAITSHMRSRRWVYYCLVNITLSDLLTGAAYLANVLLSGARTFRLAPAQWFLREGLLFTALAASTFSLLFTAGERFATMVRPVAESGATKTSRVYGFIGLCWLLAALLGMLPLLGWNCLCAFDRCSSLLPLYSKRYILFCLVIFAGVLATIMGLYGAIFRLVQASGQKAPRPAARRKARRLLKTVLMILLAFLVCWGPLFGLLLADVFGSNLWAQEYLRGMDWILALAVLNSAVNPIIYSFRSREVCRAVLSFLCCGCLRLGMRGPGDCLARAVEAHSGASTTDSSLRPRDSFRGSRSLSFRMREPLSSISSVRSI
# CHOP inh: blocks CHOP induction under ER stress; CHO-K1 CHOP-promoter luciferase, tunicamycin-induced, 15-18 h; inhibition, % at 10 µM; actives 3.8% (n = 220,000); AID 2732;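 active = compounds that reduced the stress-induced luciferase reporter signal by more than about 70% of percent inhibition, limit read from the data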;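 note: 0% = tunicamycin plus vehicle and 100% = wells without tunicamycin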
# TRPML3 agonist: agonists of human TRPML3 channel; actives 0.29% (n = 220,000); activation, % at 3 µM; HEK293 TRPML3-YFP, Fluo-8 calcium fluorescence; 100% = the carbachol control signal; AID 1448; Q8TDD5;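 active = activation above its plate's cutoff, the mean activation of the plate's test wells plus 3 SD, cut at about 12% in these data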;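 note: 0% = DMSO only wells and 100% = carbachol wells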
#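 Material: HEK293 cells stably carrying human TRPML3-YFP; compound dosing: single dose, 3 µM final nominal compound, 0.3% DMSO final; incubation: 1-h 37 °C dye load, 5-s basal, 120-s post-compound reads; technique: Fluo-8 intracellular calcium fluorescence, excitation 470-495 nm, emission 515-575 nm; read-out basis: percent activation from peak-to-basal fluorescence ratio, scaled between DMSO and carbachol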
# S1P4 antag: antagonists of human S1P4 receptor; O95977; S1P4-expressing cells, antagonist mode, reporter read-out; inhibition, % at 4.98 µM; actives 0.26% (n = 220,000); in the data active = inhibition above about 29%;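 note: 0% = wells stimulated with agonist and 100% = vehicle wells without agonist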
# NPY-Y1 antag: antagonists of human neuropeptide Y receptor Y1. AID 1040. inhibition, % at 3.6 µM. P25929. HEK293-CNG Y1 cells, membrane potential fluorescence; NPY at EC95, then isoproterenol. actives 1% (n = 200,000);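 active = inhibition above the campaign mean inhibition of all tested compounds plus 3 SD, cut at about 20% in these data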;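 note: 0% = DMSO wells given NPY plus isoproterenol and 100% = isoproterenol alone without NPY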
#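 Assay system: HEK293 cells with Y1 receptor plus CNG channel | Probe or stimulus: NPY (25 nM), isoproterenol (1 µM), Ro 20-1724 (25 µM) | Timing: Compound incubation 1 h at room temperature, readout 45 min post-stimulation | Measured by: Membrane-potential fluorescent dye readout | Benchmarks: High control isoproterenol alone, low control NPY with isoproterenol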
# Numbers without * were called inactive; / = not tested or not shown; & = joins results of further samples.
SMILES,EP2 mod,NPY-Y1 PAM-ag,zfTRPN1 agonist,NPY2 pot ag,S1P4 agonist,CHOP inh,TRPML3 agonist,S1P4 antag,NPY-Y1 antag
CC(C)(C)C(=O)Cn1ncc(NC2CC2)c(Br)c1=O,29,-23,0.0,-13,0.8,4,1.1,-20,0
COc1cc(/C=N/NC(=O)Nc2ccccc2)ccc1OC(C)=O,-11,-3,-0.8,11,0.3,7,1.1,0,-3
O=C(c1cc2ccccn2n1)N1CCN(c2cccc(C(F)(F)F)c2)CC1,-1,2,1.3,7,1.8,42,0.4,-9,1
O=C(NC1CCN(Cc2ccccc2)CC1)c1ccccc1F,-2,-13,0.1,4,0.3,23,0.6,1,3
COCCN(CCOC)c1ncc(Cl)c(C(=O)c2c(C)cc3ccccn23)n1,36,19,-0.1,18,1.1,4,-1.2,23,-3
NC1=NC(=O)/C(=C\c2cccs2)S1,-10,5,0.5,13,-2.5,4,0.4,-6,0
CCOC(=O)N1CCN(CC(O)COC(CC)c2ccccc2)CC1 (stereo not given),-1,2,1.9,7,0.5,30,0.3,3,-4
COC(=O)c1ccc(COc2ccc(NC(C)=O)cc2)o1,-40,4,-0.4,-9,0.0,1,0.8,6,/
CCOc1cc(/C=C\c2[nH]c(=O)[nH]c(=O)c2[N+](=O)[O-])ccc1OC(C)CC (stereo not given),1,-4,0.2,-11,0.2,-20,0.6,-2,-4
Fc1ccc(Oc2cc(N3CCOCC3)nc(-c3ccccc3)n2)c(F)c1,44,-9,0.2,-10,1.9,87*,0.9,-18,6
O=C(NC(Cc1c[nH]c2ccccc12)C(=O)O)/C(=C\c1ccc2c(c1)OCO2)NC(=O)c1ccccc1 (stereo not given),14,-20,0.7,-9,2.8,3,1.0,7,/
CCCC(=O)Nc1ccc(C(=O)Nc2cccc(OC)c2)cc1,-1,-12,0.0,-1,1.1,-37,0.6,-3,3
COCCCn1c(C(C)C)nc2oc3cc(OC)ccc3c(=O)c2c1=O,12,-11,1.3,-1,1.2,3,0.3,11,4
CSCCC(NC(=O)c1ccc(Br)cc1)C(=O)O (stereo not given),24,8,1.2,-3,-0.4,5,0.8,3,2
CN(CCc1cn[nH]c1)Cc1nc(Cc2ccccc2F)no1,-16,13,0.3,-4,1.6,25,0.8,-10,-3
CC(NC(=O)c1ccnc(C(C)(C)C)c1)c1ccccc1 (stereo not given),20,-14,4.0,-10,-0.3,28,0.1,-28,1
COC(=O)C1CCN(S(=O)(=O)Cc2ccccc2)CC1,6,1,0.7,-10,-0.6,-3,0.5,-5,1
COc1ccc(N/C=C2\CCc3ccccc3C2=O)cc1,23,9,3.2,7,2.2,83*,0.8,13,7
O=C1c2ccccc2C(=O)N1CCc1nc2ccccc2c(=O)n1Cc1ccco1,30,-15,0.4,0,-1.0,5,0.2,4,0
CC/C(=C\C(=O)c1ccncc1)Nc1ccc(Br)cc1,30,3,3.4,-4,1.5,36,0.8,-1,6
COc1ccc(N(CC(=O)Nc2ccccc2SC)S(C)(=O)=O)cc1OC,-4,4,-0.5,2,-0.1,7,0.9,-17,-2
COc1ccc(-c2[nH]ncc2CN(C)Cc2cccnc2)c(F)c1,-12,-9,0.4,-4,-1.3,8,1.3,5,2
Cc1cccc(N2CC(=O)N(c3cccc(C)c3)CC2=O)c1,0,-4,0.3,-3,2.5,2,0.7,0,7
C=C1CSc2nc(=O)c3c(C)c(C)sc3n21,6,4,-0.7,6,1.7,20,0.1,-3,-3
Nc1[nH]nc2nc(NCc3ccccc3)c3c(c12)CCN(Cc1ccccc1)C3,-7,7,-0.1,9,-1.8,5,0.5,6,-6
CCCc1cc(=O)[nH]c(SCC(=O)NCCC2=CCCCC2)n1,12,-23,0.5,-5,-0.1,11,0.0,-25,-2
O=C(CCc1ccccc1)Nc1cccc([N+](=O)[O-])c1,-30,7,-0.7,-8,0.7,-8,0.0,2,4
CC1(CO)COC(c2ccccc2)=N1 (stereo not given),-9,4,-0.3,-1,0.5,3,0.5,9,/
O=C(CC(=O)N/N=C\c1ccc(F)cc1)NCCc1ccccc1,-14,0,1.5,3,0.5,-6,-0.2,-3,13
O=[N+]([O-])c1cccc(CNc2ccc3c(c2)CCC3)c1,46,14,-0.8,3,0.1,-13,-0.2,-7,2
COc1cc(/C=C/C(=O)N2CCOCC2)ccc1OCc1ccccc1,-24,-22,0.3,2,0.4,15,0.5,-11,-1
Cc1cc(=O)n2nc(N3CCC(C(=O)NC(C)c4ccccc4)CC3)sc2n1 (stereo not given),16,-10,-0.4,14,-1.6,28,0.6,13,1
COc1ccccc1-c1cc(C(F)(F)F)nc(N2CCCC2)n1,40,17,-0.6,-5,2.0,28,0.3,-18,9
C=CCNC(=S)N1CCN(c2ccccc2Cl)CC1,-15,0,-0.2,2,0.1,5,0.3,-2,/
CCCSc1nnc(NC(=O)c2nc(SC)ncc2Cl)s1,26,-8,0.5,-13,-0.9,28,-0.1,9,2
COCCN(CCOC)S(=O)(=O)c1ccc(C(=O)Nc2nnc(C3CC3)o2)cc1,31,-7,-0.5,16,-1.9,9,1.1,6,1
CCOC(=O)c1c(NC(=O)CCC(=O)N(CC)CC)sc2c1CC(C)(C)OC2,-39,-7,0.3,-12,-0.9,-12,0.1,-6,/
COC(=O)c1ccc(COC(=O)c2ccccc2OC)cc1,-12,-2,0.1,-1,-0.8,-31,0.1,-1,4
COC(=O)C1=C(C)Nc2[nH]c(=S)[nH]c(=O)c2C1c1ccc(O)cc1 (stereo not given),-1,-8,-0.1,-3,-0.3,4,0.8,-9,/
CN(C)c1ccc(Nc2c3c4c(cccc4n(C)c2=O)C(=O)c2ccccc2-3)cc1,35,-11,-0.5,16,-0.9,57,0.9,-4,-6
Cc1ccc(C)c(NC(=O)c2cnc3n(c2=O)CCS3)c1,-21,1,0.8,4,-1.4,-36,0.2,-1,-8
CCC(=O)c1ccc(OCC(=O)Nc2ccc3nc(C)sc3c2)cc1,-19,8,4.7,-3,0.6,0,2.3,5,/
CNC(=O)c1ccc(N(Cc2ccccc2)S(C)(=O)=O)cc1,18,2,0.7,11,1.5,31,0.3,-8,3
COc1ccc(CC(=O)Nc2ccc(-c3noc(-c4ccccc4OC)n3)cc2)cc1,-19,-7,0.3,-18,0.5,22,0.4,2,-5
CN(CCO)CC(O)Cn1cnc2c1c(=O)n(C)c(=O)n2C (stereo not given) (tested in a mixture with another compound),20,12,-2.0,8,-1.9,5,0.4,-14,0
COc1ccc(NS(=O)(=O)c2cccc(-c3nnc4n3CCCCC4)c2)cc1,7,11,0.5,-16,0.2,-16,-0.1,-8,5
O=S(=O)(c1ccc(Cl)cc1)N1CCCC1c1nc(-c2ccc(Cl)cc2)no1 (stereo not given),29,-34,0.4,-36,-1.2,6,0.7,-12,14
S=C(NC1CCCCC1)N1CCN(Cc2ccccc2Cl)CC1,-49,-6,1.0,-24,2.2,6,1.6,-19,-1
COc1ccc2oc(=O)c(C(=O)N3CCCc4ccccc43)cc2c1,-22&-32,13,1.6,-4,-1.7,-4,0.8,12,-3
CC(C)CNC1CCS(=O)(=O)C1 (stereo not given),19,9,0.3,-2,-1.9,-23,0.3,-6,/
Cc1cccnc1Nc1ncnc(N)c1[N+](=O)[O-],14,24,-0.1,4,-1.1,40,0.3,-13,-2
Cc1nc(-n2cc(F)c(=O)[nH]c2=O)c2nc(C)oc2n1,20,-14,-1.5,6,1.8,17,0.1,-5,-1
CCC(=O)c1ccc(O)c(OC)c1,-12,9,1.2,10,0.4,14,0.7,0,3
O=C(NNS(=O)(=O)c1ccc(Br)cc1)c1cccs1,23,9,0.2,-5,-0.8,21,0.3,-4,8
O=C(CC1Nc2ccccc2NC1=O)Nc1ccccc1 (stereo not given),22,4,3.0,14,0.1,0,1.6,-4,0
Cn1ncc([N+](=O)[O-])c1C(=O)NCc1ccccc1,8,17,-0.9,4,1.6,5,-0.9,14,/
C=CCOC(=O)COc1ccc2c(C)c(C)c(=O)oc2c1C,19,-9,-0.6,-10,0.2,-4,-0.4,-2,6
COc1ccc(N(CC(=O)NCCC2=CCCCC2)S(=O)(=O)c2ccc(C)cc2)cc1OC,-42,14,-0.1,-11,0.7,10,-0.1,-1,0
COc1ccc(-c2c(C#N)c(N)nc3c2CCCC3)cc1OC,/,-12,-1.6,-4,1.1,/,-0.3,-12,1
CCOc1cc(/C=C2\SC(=N)N(c3nonc3N)C2=O)ccc1OCCN1CCOCC1,-37,-3,0.1,-8,-0.9,-8,0.6,-4,-3

# Complete entries from above.
# Profile of COc1ccc(CC(=O)Nc2ccc(-c3noc(-c4ccccc4OC)n3)cc2)cc1 = EP2 mod = -19; NPY-Y1 PAM-ag = -7; zfTRPN1 agonist = 0.3; NPY2 pot ag = -18; S1P4 agonist = 0.5; CHOP inh = 22; TRPML3 agonist = 0.4; S1P4 antag = 2; NPY-Y1 antag = -5
# Profile of COc1ccc2oc(=O)c(C(=O)N3CCCc4ccccc43)cc2c1 = EP2 mod = -22&-32; NPY-Y1 PAM-ag = 13; zfTRPN1 agonist = 1.6; NPY2 pot ag = -4; S1P4 agonist = -1.7; CHOP inh = -4; TRPML3 agonist = 0.8; S1P4 antag = 12; NPY-Y1 antag = -3

# Later entries.
SMILES,EP2 mod,NPY-Y1 PAM-ag,zfTRPN1 agonist,NPY2 pot ag,S1P4 agonist,CHOP inh,TRPML3 agonist,S1P4 antag,NPY-Y1 antag
COc1ccc(-c2nsc3c(N4CCN(S(=O)(=O)c5ccccc5F)CC4)ncnc23)cc1,15,13,1.4,-7,-0.7,7,1.1,-13,7
CN(C)S(=O)(=O)c1cc(NC(=O)c2cc(=O)[nH]c3ccccc23)ccc1Cl,-54,7,0.8,-6,2.1,-3,0.4,-3,2
CCN(CC)S(=O)(=O)c1csc(C(=O)Nc2ccccn2)c1,6&-56,-15,0.4,0,0.2,23,0.9,-6,-4
CCOC(=O)N1CCC(N2Cc3cccc(C(=O)NCc4ccc(OC)cc4)c3C2=O)CC1,30,-22,1.0,-12,1.0,18,0.3,-7,-1
CCOC(=O)c1ccc(NC(=O)CNC(=O)C2CCCCC2)cc1,-6,-14,0.7,2,-0.4,62,2.7,-15,2
COc1ccc(N(CC(=O)NCc2ccccc2)C(=O)CCC(=O)Nc2cc(C)ccn2)c(OC)c1,15,6,-0.3,-2,-0.5,19,-0.6,13,/
COc1ccc2[nH]c(=O)c(COC(=O)c3cccs3)cc2c1,-56,4,0.0,-5,2.1,32,0.4,-20,-5
Cc1n[nH]c(=S)n1-c1ccccc1,-20,7,2.0,-1,-1.1,1,0.8,2,/
Cc1cc(-c2nn(C)c(=O)c3ccccc23)cc(C)c1O,1,0,-0.8,7,-1.2,20,-0.6,2,/
